Compound activity deposited in PubChem BioAssay by several laboratories.
NOD1 NF-kB reporter: NOD1 signaling inhibitors, primary screen, cell-based, luminescence, uHTS (AID 1578); inhibition, % at 4 µM; hits with a dose series show EC50 in µM; NOD1-driven NF-kB luciferase reporter cells, luminescence; higher % means a stronger effect; 1% of 290,000 active; in the data active = inhibition mostly above about 36%, no sharp cut-off; inactive = mostly below about 34%;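 also: HEK-293T reporter cells stimulated with the NOD1 agonist gamma-tri-DAP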
Dynein transport: inhibitors of GR-EGFP nuclear translocation, primary screen, dynein cargo transport inhibitor project, imaging, high-content, 3617.4 mouse cells | test concentration mostly 20 µM; stimulated with dexamethasone, 1 µM; stronger effect = lower value | z-score, hits read low | 0.47% of 220,000 active;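 active = plate z-score of nuclear minus cytoplasmic receptor signal below a set negative limit, without overly bright fluorescence or cell loss, cut at about -3.5 in these data, passing the limit was not always enough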;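 also: z-score of nuclear minus cytoplasmic ring GR-EGFP intensity difference per well; some compounds called inactive have numbers as strong as hits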
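Buffer or medium: tetracycline-free induction medium containing charcoal-stripped FBS / Reagent: dexamethasone agonist, 1.0 µM final, for 30 min / Technique: automated 10x imaging of fixed Hoechst-stained cells / Times: induction 48 h, compound 1 h, agonist 30 min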
KOR beta-arrestin-1: KOR antagonists, beta-arrestin recruitment, cell-based, luminescence, uHTS (AID 1778) | Kappa-type opioid receptor (Homo sapiens) | KOR beta-arrestin recruitment, luminescence, antagonist mode; higher % means a stronger effect | one-dose inhibition, % at 10 µM; IC50 in µM for titrated hits | 0.091% of 290,000 active; also: strong numbers were not always called active
KOR beta-arrestin-2: KOR agonists, beta-arrestin recruitment, primary screen, cell-based, luminescence, uHTS (AID 1777) | KOR beta-arrestin recruitment, luminescence; higher % means a stronger effect | activation, % at 10 µM, or EC50 in µM where a hit was titrated | 0.02% of 280,000 active; in the data active = activation above about 50%, passing the limit was not always enough; also: a part of the inactive calls stands beside numbers as strong as those of hits
P. falciparum M17LAP: P. falciparum M17LAP inhibitors, primary screen, biochemical, fluorogenic H-Leu-NHMec substrate, 1536-well (AID 1619); recombinant M17LAP, H-Leu-NHMec fluorogenic kinetic assay; higher % means a stronger effect; inhibition, % at 30 µM; hits with a dose series show IC50 in µM; 0.38% of 220,000 active; Leucine aminopeptidase (Plasmodium falciparum (isolate 3D7));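 active = compound inhibiting the enzyme by more than half at any dose during confirmatory dose-response retesting; inconclusive = strong single-dose inhibitors picked by rank but not retested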;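 also: plate controls were full reaction with DMSO carrier for no effect and no enzyme background for full effect; strong numbers were not always called active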
GPR55 beta-arrestin: GPR55 agonists via beta-arrestin recruitment, primary screen, imaging, U2OS cells, beta-arrestin-GFP redistribution (AID 1961); G-protein coupled receptor 55 (Homo sapiens); U2OS GPR55 beta-arrestin-GFP redistribution imaging; higher % means a stronger effect; activation, % at 10 µM, or EC50 in µM where a hit was titrated; 0.048% of 290,000 active;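 active = activation above 40% with more than 50 cells counted in the well; inconclusive = wells holding fewer than 50 cells, flagged as toxic or sparse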;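 also: U2OS osteosarcoma cells stably expressing GPR55 and beta-arrestin-GFP; plate controls were DMSO negative control for no effect and LPI positive control for full effect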
AID2073: inhibitors of Mint1-CaV2.2 protein interaction, biochemical, HTRF (AID 2073) | Voltage-dependent N-type calcium channel subunit alpha-1B (Homo sapiens) | HTRF protein-protein interaction, Mint1-CaV2.2; higher % means a stronger effect | one-dose inhibition, % at 20 µM; IC50 in µM for titrated hits | 0.19% of 290,000 active; in the data active = inhibition mostly above about 51%, no sharp cut-off; inconclusive = no clear call, values can overlap the other calls; inactive = mostly below about 53%; also: some results filed as inactive read as strong as hits
M1AAP inhibition: P. falciparum M1AAP inhibitors, biochemical, fluorogenic H-Leu-NHMec substrate, 1536-well (AID 1445); inhibition, % at 30 µM, or IC50 in µM where a hit was titrated; 0.42% of 220,000 active; recombinant M1AAP, H-Leu-NHMec fluorogenic kinetic assay; higher % means a stronger effect; Aminopeptidase N (Plasmodium falciparum (isolate 3D7));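 active = primary inhibition above the hit cutoff, then over 50% inhibition at one or more dose response concentrations, cut at about 23% in these data, passing the limit was not always enough; inconclusive = conflicting primary data, or primary hits not chosen for dose response; inactive = low primary inhibition, or under 50% at every dose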;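 also: plate controls were DMSO full reaction for no effect and no enzyme background for full effect; strong numbers were not always called active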
HEK293 NOD2/NF-kB: NOD2 signaling inhibitors, cell-based, luminescence, uHTS, HEK293 (AID 1566). HEK293 NOD2/NF-kB luciferase reporter, luminescence; higher % means a stronger effect. one-dose inhibition, % at 4 µM; EC50 in µM for titrated hits. 0.63% of 290,000 active; also: many of its hits are not listed in these tables
Dynein transport cytoplasmic EGFP: recorded beside Dynein transport, whose call it bears; z-score; measured here: cytoplasmic GR-EGFP intensity; stronger effect = higher value
Dynein transport nuclear GR-EGFP: recorded beside Dynein transport, whose call it bears; z-score; measured here: nuclear GR-EGFP intensity;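 lower value marks the stronger effect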
Dynein transport cell count: recorded beside Dynein transport, whose call it bears; z-score; measured here: cell count per field
Numbers without * were called inactive; ? = inconclusive; . = no result given; [ ] = dose if it differs, or a comment. Rule as the data show it, unless noted: active = inhibition above about 50%; inactive = the rest. A portion of the library; count on the stated rates, not on these rows.

SMILES	NOD1 NF-kB reporter	Dynein transport	Dynein transport cytoplasmic EGFP	Dynein transport nuclear GR-EGFP	Dynein transport cell count	KOR beta-arrestin-1	KOR beta-arrestin-2	P. falciparum M17LAP	GPR55 beta-arrestin	AID2073	M1AAP inhibition	HEK293 NOD2/NF-kB
Cc1ccc(-c2nc3ccccc3c(=O)n2-c2c(C)n(C)n(-c3ccccc3)c2=O)cc1	-10%	-0.23	-0.24	-0.0076	-0.24	-4%	1.5%	14%	-0.1%	-4%	-2%	12%
CCN(CC)c1ccc(/C=N\NC(N)=O)cc1	-11%	-0.082	-0.26	-0.029	0.26	-1%	-2.8%	0%	-0.1%	-18%	16%	14%
CCc1nnc(NC(=O)CCC(=O)NCC2CCCO2)s1 (stereo not drawn)	-4%	0.15	-0.18	0.36	-0.092	-31%	0.6%	-10%	-0.2%	4%	3%	3%
CC(C)CC(=O)Nc1cccc(NC(=O)c2ccccc2Cl)c1	-4%	-0.51	-0.27	-0.69	0.76	-22%	8.0%	-2%	0.2%	0%	5%	21%
O=C(O)CCN1C(=O)/C(=C2\C(=O)N(Cc3ccc(F)cc3)c3ccccc32)SC1=S	-28%	.	.	.	.	-46%	7.0%	.	-0.1%	-14%	.	-13%
CCCN1CCN(S(=O)(=O)c2ccc3c(c2)OCCO3)CC1	-30%	0.14	-0.33	0.3	0.5	-23%	1.0%	1%	-0.5%	-2%	2%	12%
O=C(/C=C/c1ccco1)NC(=S)Nc1cc(C(F)(F)F)ccc1N1CCOCC1	16%	-1.2	-0.14	-0.79	0.017	-5%	2.1%	3%	0.1%	33%	9%	4%
O=C(COC(=O)c1cccs1)NCCN1C(=O)CSC1=O	-21%	1.1	-0.069	1	-0.021	0%	1.8%	-5%	-0.1%	-9%	0%	-1%
Cc1cnc(CNC(=O)c2ccc(OC3CCN(C(=O)C4CC4)CC3)cc2)cn1	-30%	-0.73	-0.32	-0.29	0.7	5%	-2.4%	1%	-0.2%	19%	4%	-2%
CCOc1ccc(CC2S/C(=N/c3ccccn3)NC2=O)cc1 (stereo not drawn)	-4%	-0.27	-0.35	0.16	0.19	9%	5.8%	22%	-0.1%	-3%	4%	14%
O=C(CN1C(=O)c2ccccc2S1(=O)=O)c1ccc(OC(F)F)cc1	1%	.	.	.	.	-24%	7.9%	.	-0.1%	-5%	.	49%
O=C(NC(=S)NCCc1ccc(Cl)cc1)c1ccco1	-20%	-0.66	-0.22	-0.6	0.12	26%	1.2%	3%	0.0%	-16%	7%	15%
CCOC(=O)c1c(OCCO)nn(-c2ccc(Cl)cc2)c1N	-42%	-0.79	-0.33	-0.057	0.35	9%	-1.5%	-3%	-0.5%	-8%	6%	11%
CCNC(=O)NC(=O)CSc1ccc2ccccc2c1	-20%	0.25	-0.32	0.59	0.05	-20%	0.6%	3%	0.4%	-7%	6%	21%
C=C(C)c1cccc(C(C)(C)NC(=O)Nc2cc(C)ccn2)c1	5%	-0.018	-0.2	-0.23	-0.16	1%	4.5%	-2%	1.2%	1%	15%	-5%
CCc1ccc(CNCCSc2nnnn2C)cc1	-2%	-0.76	0.15	-0.13	0.52	-46%	1.8%	1%	0.3%	-13%	3%	-12%
COc1ccc(/C=C(/NC(=O)c2ccco2)C(=O)Nc2ccc(C(=O)O)cc2)cc1	-11%	.	.	.	.	-20%	-4.1%	.	-0.1%	7%	.	9%
Cc1nc(N=C(N)N)nc2ccccc12	-21%	-0.85	-0.36	-0.41	0.7	-7%	-5.5%	33%	-0.2%	2%	?	10%
CCN(CC(=O)N1CCN(c2ccccc2)CC1)S(=O)(=O)c1ccc(C)cc1	2%	0.007	-0.24	0.13	0.08	-7%	13%	9%	-0.3%	-2%	0%	8%
Cc1ccc(Oc2ccc(NC(=O)Cn3ccsc3=N)cc2)cc1	-12%	6.7	2.1	6.4	-4.8	-41%	1.2%	4%	0.0%	-8%	6%	0%

Next part (2 carried over from the part before).
SMILES	NOD1 NF-kB reporter	Dynein transport	Dynein transport cytoplasmic EGFP	Dynein transport nuclear GR-EGFP	Dynein transport cell count	KOR beta-arrestin-1	KOR beta-arrestin-2	P. falciparum M17LAP	GPR55 beta-arrestin	AID2073	M1AAP inhibition	HEK293 NOD2/NF-kB
CCN(CC(=O)N1CCN(c2ccccc2)CC1)S(=O)(=O)c1ccc(C)cc1	2%	0.007	-0.24	0.13	0.08	-7%	13%	9%	-0.3%	-2%	0%	8%
Cc1ccc(Oc2ccc(NC(=O)Cn3ccsc3=N)cc2)cc1	-12%	6.7	2.1	6.4	-4.8	-41%	1.2%	4%	0.0%	-8%	6%	0%
O=C(O)CN1CCN(Cc2ccccc2F)C1=O	-8%	-0.54	-0.36	-0.59	-0.22	-9%	-4.8%	4%	-0.6%	-1%	1%	20%
NC(=O)c1ccccc1NC(=O)CCCCCn1nnc2ccccc2c1=O	-16%	.	.	.	.	42%	-3.2%	.	-0.1%	8%	.	-37%
COc1cc(NS(=O)(=O)c2ccc3c(c2)n(C)c(=O)n3C)cc(OC)c1	-11%	1.6	-0.2	0.7	-0.53	-10%	-1.5%	-1%	-0.1%	-1%	3%	-7%
O=C(Nc1ccccc1)Nc1nnc(COc2ccccc2F)s1	-10%	0.52	-0.11	0.38	-0.28	-27%	5.0%	-1%	-0.3%	12%	-1%	-15%
COc1ccccc1NC(=O)Nc1c(C)n(C)n(-c2ccccc2)c1=O	-22%	-0.55	-0.13	-0.22	1.3	0%	4.1%	-8%	0.4%	-8%	-7%	-13%
CCN(CC)S(=O)(=O)c1ccc(C)c(NC(=O)COc2ccc(Br)cc2Cl)c1	-32%	0.16	-0.22	-0.048	-0.06	-251%	-4.6%	-6%	0.2%	28%	-2%	22%
Cc1nnc(NCc2ccccc2)c2ccccc12	-5%	.	.	.	.	-7%[20 µM]	-1.0%	.	0.2%	9%	.	7%
CC(CCc1ccccc1)NC(=O)COC(=O)C1CCC(C(C)(C)C)CC1 (stereo not drawn)	-38%	-0.59	-0.29	-0.33	0.4	-25%	6.2%	-1%	0.7%	4%	11%	-10%
Cc1ccc(NC(=O)N2CCCCC2)cc1[N+](=O)[O-]	-4%	-0.66	-0.26	-0.52	0.29	21%	-3.0%	3%	-0.1%	2%	12%	17%
COc1ccccc1NC(=O)CSc1ccc2nnc(-c3ccccn3)n2n1	-15%	.	.	.	.	16%	-1.7%	.	-0.1%	9%	.	16%
CC(C)(C)c1cc(=O)n2c(C#N)c(C#N)nc2[nH]1	-6%	-0.59	-0.31	-0.1	0.75	1%	-0.5%	-98%	0.2%	22%	7%	14%
CC(C)c1nc2sc3c(=O)[nH]c(=S)[nH]c3c2c2c1CCC2	-15%	-0.69	-0.09	-0.14	0.78	9%	6.6%	13%	-0.4%	40%	1%	27%
CN1CCN(CCCC(=O)c2ccc(C3CCCC3)cc2)CC1	-11%	-0.82	-0.29	-0.75	0.54	-6%	3.5%	14%	0.3%	-2%	1%	12%
CC(C)(C)C(=O)Nc1cc2nn(-c3ccccc3)nc2cc1Cl	87%*	0.33	-0.24	0.28	0.2	3%	-3.6%	4%	-0.1%	21%	8%	76%*
N=c1ccn2c(n1)OC1C(O)C(CO)OC12 (stereo not drawn)	-8%	-0.01	-0.2	0.42	-0.64	8%	4.9%	3%	0.2%	8%	-2%	-7%
COc1ccc(NC(=O)COC(=O)c2c(C)noc2C)c(OC)c1	-5%	-1	0.21	-0.26	-0.091	16%	0.3%	9%	-0.1%	-1%	1%	-8%
COCCNC(=O)C1c2cc(OC)c(OC)cc2C(=O)N(C)C1c1cccnc1 (stereo not drawn)	4%	-0.84	-0.11	-0.4	0.68	-8%	-0.1%	0%	0.0%	2%	4%	14%
Cc1c(/C(O)=C2\C(=O)C(=O)N(CCN(C)C)C2c2ccccc2)cnn1-c1ccccc1 (stereo not drawn)	-10%	0.8	0.045	0.92	-2.4	13%	0.1%	1%	0.0%	-3%	1%	42%
N#C/C(=C\c1ccc(O)c(O)c1)S(=O)(=O)c1ccccc1	-4%	-0.0024	-0.25	-0.075	0.8	3%	-9.5%	7.2µM*	-0.1%	-9%	25%*	20%
CC(NC(=O)CSCc1ccc(Br)cc1)c1ccccc1 (stereo not drawn)	-36%	-0.43	-0.28	-0.25	0.77	12%	-3.8%	2%	-0.2%	1%	0%	16%
Cc1ccc(S(=O)(=O)NC(C)C(=O)Nc2cccc([N+](=O)[O-])c2)cc1 (stereo not drawn)	-12%	-0.057	-0.35	0.61	0.11	3%	-5.8%	-6%	0.7%	3%	2%	10%
O=C(O)c1c(Cl)c(Cl)c(Cl)c(Cl)c1C(=O)N1CCCC1	3%	0.26	-0.27	0.18	0.26	-16%	-0.6%	-7%	-0.1%	7%	1%	17%
NS(=O)(=O)c1ccc(CCNC(=O)CSc2nc3ccsc3c(=O)n2CC(=O)O)cc1	-16%	-0.14	-0.23	0.33	-0.13	4%	-3.3%	-2%	0.2%	16%	2%	-1%
O=C(COC(=O)c1cccc(NS(=O)(=O)/C=C/c2ccccc2)c1)Nc1ccccc1OC(F)F	-26%	-0.45	0.31	-0.37	0.7	-10%	3.7%	-8%	0.1%	-3%	-4%	0%
COc1ccccc1NCC(=O)N/N=C/c1c(O)ccc2ccccc12	-4%	.	.	.	.	-15%	2.2%	.	0.3%	-2%	.	25%
O=S(=O)(NNc1cccc(Cl)n1)c1ccc(Cl)cc1	-66%	.	.	.	.	-9%	-1.2%	.	0.0%	-8%	.	-132%
COC(=O)CSc1nnc(NC(=O)c2ccc3c(c2)OCO3)s1	-22%	.	.	.	.	11%	-2.6%	.	-0.1%	19%	.	-32%
Nc1cc(=O)nc(SCC(=O)N2CCN(c3ccccc3)CC2)n1-c1ccc(F)cc1	-24%	.	.	.	.	-16%	-1.6%	.	-0.1%	0%	.	3%
CCOC(=O)/C=C1\SCC(=O)N1CC(=O)NC1CCCCC1	-21%	0.077	-0.22	-0.1	0.31	2%	-0.8%	1%	-0.3%	6%	-3%	-4%
